# MC4R antagonist = MC4R antagonists of cAMP signaling, primary screen, cell-based, TR-FRET, antagonist arm of biased-ligand search | Melanocortin receptor 4 (Homo sapiens), P32245 | MC4R-expressing cells, MTII-stimulated cAMP, LANCE TR-FRET | inhibition, % at 6.5 µM | 360,000 tested, 0.48% active | AID 540295, 2011;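 active = inhibition above its plate's cutoff, the mean of tested wells on that plate plus 3 SD, cut at about 29% in these data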;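 note: 0% = Melanotan II alone and 100% = Melanotan II plus saturating MCL0020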
# Target sequence (P32245 whole entry, looked up): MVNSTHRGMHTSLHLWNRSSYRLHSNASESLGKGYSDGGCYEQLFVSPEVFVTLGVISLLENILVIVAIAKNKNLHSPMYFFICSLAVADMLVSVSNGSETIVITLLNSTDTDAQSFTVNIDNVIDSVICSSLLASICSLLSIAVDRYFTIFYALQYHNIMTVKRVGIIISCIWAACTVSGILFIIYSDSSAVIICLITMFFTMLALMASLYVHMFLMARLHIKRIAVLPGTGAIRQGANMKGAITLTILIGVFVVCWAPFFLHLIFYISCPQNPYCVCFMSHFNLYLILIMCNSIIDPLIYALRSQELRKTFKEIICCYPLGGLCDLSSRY
#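 Test system: U2OS cells stably expressing human melanocortin 4 receptor (MC4R); also added: Melanotan II challenge; compound: 6.5 µM single dose; timing: 30-min compound preincubation, 1-h Melanotan II challenge, 1-h detection, room temperature; signal: Eu-cAMP/anti-cAMP TR-FRET, emission 671 nm; repeats: one well per compound, no replicates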
# ABCB6 inh 2 = ABCB6 transporter inhibitors, primary screen, K562-ABCB6 cells, flow cytometry, MLPCN library. 360,000 tested, 0.19% active. fluorescence ratio to DMSO, % at 10 µM. K562-ABCB6 porphyrin accumulation, 1 h; stronger effect = lower value;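 active = fluorescence ratio to DMSO below 75%, the collection mean minus 3 SD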;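 note: signal is porphyrin accumulated inside mitochondria; 100% equals median channel fluorescence of DMSO control wells; lower ratio means ABCB6 inhibition with less porphyrin fluorescence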
# PDI inh = inhibitors of human PDI, primary screen, biochemical, turbidity, single point, plate reader; PDI insulin aggregation turbidity, A650, 90 min; inhibition, % at 10 µM; 350,000 tested, 0.052% active; AID 588391, 2011;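 active = mean inhibition across replicates of 30% or more, whatever share of single replicates reach that level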;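 note: absorbance from insulin aggregation driven by PDI reduction with DTT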
# Target sequence (P07237 whole entry, looked up): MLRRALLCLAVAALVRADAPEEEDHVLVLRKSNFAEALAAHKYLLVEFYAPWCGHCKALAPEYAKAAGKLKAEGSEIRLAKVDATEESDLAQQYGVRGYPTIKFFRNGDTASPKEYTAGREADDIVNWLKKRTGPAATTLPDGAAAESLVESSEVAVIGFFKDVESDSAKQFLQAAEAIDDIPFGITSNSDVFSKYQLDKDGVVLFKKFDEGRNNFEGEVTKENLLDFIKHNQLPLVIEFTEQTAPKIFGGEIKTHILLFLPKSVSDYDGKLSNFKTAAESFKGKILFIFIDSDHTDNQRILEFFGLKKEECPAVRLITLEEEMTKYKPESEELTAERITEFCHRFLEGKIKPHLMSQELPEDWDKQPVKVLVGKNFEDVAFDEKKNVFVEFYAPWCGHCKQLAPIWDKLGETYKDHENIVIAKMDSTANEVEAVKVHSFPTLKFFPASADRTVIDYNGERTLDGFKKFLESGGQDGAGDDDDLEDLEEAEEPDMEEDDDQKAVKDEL
# MC4R ag barr = MC4R agonists recruiting beta-arrestin, primary screen, cell-based, luminescence, agonist arm of biased-ligand search; Melanocortin receptor 4 (Homo sapiens), P32245; U2OS MC4R beta-arrestin complementation; percent of melanotan II response, DMSO zero; activation, % at 8.9 µM; 360,000 tested, 0.98% active; AID 540308, 2011;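 active = activation above a per-plate cutoff, the mean activation of sample wells on that plate plus 3 SD, cut at about 8% in these data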
# CaV13 FRET inh = Primary screen for inhibitors of IQ motif and Ca2+-dependent inactivation inhibitor domain binding in CACNA1D, Förster resonance energy transfer in living cells, …; HEK cells, CFP/YFP FRET ICDI-IQ, plate reader, 10 min; percent FRET-ratio fall versus neutral wells; inhibition, % at 12.3 µM; 340,000 tested, 0.098% active; AID 743397;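 active = mean replicate inhibition of at least 30% and at least 1% of replicates passing that level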;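 note: 0% = median of the neutral control wells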
# Glyco luc inh = increase of ERlucT glycosylation luciferase signal, primary screen, N-linked glycosylation inhibitor project, D54 ERlucT cells, luminescence, set 2. D54 ERlucT glycosylation luciferase reporter, 24 h; percent of 100 nM tunicamycin response. reporter increase, % at 12.5 µM. 360,000 tested, 0.23% active;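 active = mean luciferase reporter signal, scaled so untreated is 0 and the glycosylation-blocking control 100, at or above a set limit in every replicate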;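 note: luciferase carries N-glycosylation sites so blocking glycosylation raises the light; 0% = median of neutral control wells and 100% = median of 100 nM tunicamycin wells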
# H9c2 protect = cardioprotection against H2O2-induced cell death, primary screen, uHTS, H9c2 cells, ATPLite luminescence | 360,000 tested, 0.63% active | protection from H2O2 cell death, % at 20 µM | AID 588492, 2011 | H9c2 cardiomyocytes, H2O2 injury protection, 2 h;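 active = compounds giving at least 50% protection of heart cells from peroxide-induced death in the single-dose screen, raw or plate-pattern-corrected value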;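 note: 0% = DMSO wells with peroxide and 100% = DMSO wells without peroxide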
# Granule exo inh = LAMP-1 surface exposure blockers, TALL-104 cells – cell-based, flow cytometry, MLPCN library, primary screen. TALL-104 LAMP-1 surface exposure; cells stimulated with thapsigargin and PMA. 360,000 tested, 0.66% active. inhibition, % at 10 µM. AID 651702, 2012;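 active = inhibition above about 55%, limit read from the data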
# m5-HT2A agonist = mouse Htr2a agonists via beta-arrestin recruitment, primary screen, cell-based, luminescence | 5-hydroxytryptamine receptor 2A (Mus musculus), P35363 | 360,000 tested, 0.66% active | activation, % at 7.6 µM | CHO-K1 mHTR2A beta-arrestin complementation; percent of 30 µM serotonin response | AID 624169, 2012;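 active = activation above a run cutoff, the mean activation of all tested compounds plus 3 SD, cut at about 14% in these data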;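 note: 0% = plate median of compound wells and 100% = 30 µM serotonin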
# ABHD5-PLIN5 inh = ABHD5-PLIN5 interaction inhibitors, primary screen, cell lysate, split luciferase complementation, luminescence; Perilipin-5 (Homo sapiens) + 1-acylglycerol-3-phosphate O-acyltransferase ABHD5 (Homo …; Split G. princeps luciferase complementation, 4 h; inhibition, % at 4 µM; 360,000 tested, 0.78% active; AID 602281, 2012;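 active = inhibition above the mean inhibition across every tested compound plus 3 SD, cut at about 22% in these data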;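 note: 0% = DMSO only wells and the 100% control is not disclosed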
# * = called active by the depositor; · = no result given.
no.	SMILES	MC4R antagonist	m5-HT2A agonist	CaV13 FRET inh	H9c2 protect	ABHD5-PLIN5 inh	PDI inh	Granule exo inh	ABCB6 inh 2	MC4R ag barr	Glyco luc inh
1	O=C(NCc1cccnc1)/C(=C/c1ccc(-c2cccc(C(F)(F)F)c2)o1)NC(=O)c1ccccc1	8	8	-6	13	5	1	-1	97	0.5	2
2	CN(Cc1ccc(C(C)(C)C)cc1)C(=O)Cc1ccc(S(=O)(=O)N2CCOCC2)s1	5	-11	-3	-9	-12	-24	22	102	-0.2	-1
3	CC1CC1C(=O)OCC(=O)NCc1ccccc1 (centres undefined)	6	0	-3	-3	0	-1	16	93	-0.5	-3
4	N#CC1=C(SCC(N)=O)NC2=C(C(=O)c3ccccc32)C1c1ccc(Cl)cc1 (centres undefined)	4	-1	-3	22	-9	-2	-1	98	0.8	9
5	CC(=O)c1ccc(NC(=O)C2=CC(c3ccco3)=NS(=O)(=O)N2C)cc1	0	-3	-3	-5	-7	3	-8	95	-0.5	-2
6	N[C@@H](Cc1ccc(O)cc1)c1nnc([C@H](CC(=O)O)NC(=O)C2CCNCC2)o1	-4	6	-10	-4	1	8	5	98	-0.9	3
7	Cc1ccccc1-n1c(C)nnc1SCC(=O)NC1CCCc2ccccc21 (centres undefined)	2	2	-18	-3	4	3	20	98	-2.3	0
8	O=C(CS(=O)(=O)c1ccccc1)Nc1nc2ccccc2s1	10	2	-3	-6	9	-1	-2	93	3.5	2
9	COc1ccc(C2(C)NC(=O)N(CC(=O)Nc3ccc4c(c3)OCO4)C2=O)cc1OC (centres undefined)	-3	-5	·	-2	-3	-4	-2	107	-2.0	-3
10	CC(=O)Nc1cccc(C(=O)N2CCN(S(=O)(=O)c3ccc4ccccc4c3)CC2)c1	17	-4	-2	-3	-7	-3	22	97	-2.0	5
11	CC1Cc2ccccc2N1C(=O)CSc1ncccc1C(=O)O (centres undefined)	-2	3	·	9	6	-6	0	96	0.9	3
12	CC1=C(C(=O)OC(C)C)C(c2ccc(O)cc2)NC(=O)N1 (centres undefined)	9	-2	-4	-2	-1	-7	11	92	-2.1	1
13	COc1ccc(NC(=O)COC(=O)CCCOc2ccc(Cl)cc2Cl)cc1Cl	-1	2	6	-2	1	24	2	104	-2.2	1
14	COC(=O)CCN1CCC(C(N)=O)CC1	9	5	-4	2	4	0	16	95	-0.9	2
15	COc1ccc(S(=O)(=O)Cc2ccc(C(=O)NCc3ccccc3)o2)cc1	4	0	-3	1	-3	3	-10	107	-2.1	-2
16	COC(=O)c1ccc(CN2C(=O)C3CCCCC3C2=O)o1 (centres undefined)	-3	10	-4	1	-2	9	-6	102	-2.2	2
17	COc1ccc2c(c1OC)C(=O)N1c3ccccc3SC21 (centres undefined)	7	5	-5	-15	1	-4	0	106	-0.1	-5
18	O=C(NCCc1ccccc1)c1cc(-c2ccc3c(c2)OCO3)on1	-3	0	-7	1	-8	9	3	99	-1.9	8
19	COCCCNC(=O)CCCN1C(=O)c2cccnc2Sc2ccccc21	-3	3	-3	1	-3	0	-4	89	0.6	0
20	COC(=O)c1ccc(NC(=O)CSc2ccccc2)cc1	2	1	-5	-3	1	16	4	97	0.1	0
21	CC(=O)Nc1ccc(OCC(=O)c2ccc(C)cc2C)cc1	2	1	-5	-3	2	0	-3	135	-0.1	1
22	COc1cc(OC)cc(-c2c(Sc3ccccc3)c3cc(-c4ccc(OC)nc4)ccc3n2C)c1	·	6	-5	·	-6	·	-10	102	·	·
23	COc1cccc(CNC(=O)C(CCSC)NS(=O)(=O)c2ccc3c(c2)oc(=O)n3C)c1 (centres undefined)	16	4	-3	9	0	8	2	93	0.0	2
24	O=C(NCc1cn2ccsc2n1)Nc1cccc(Cl)c1	0	-8	·	-5	-2	1	-5	101	-2.0	-1
25	CN(C)CCNC(=O)c1onc(CSc2nc3ccccc3[nH]2)c1C(=O)NCCN(C)C	-3	-1	-9	-1	7	-3	4	102	-2.1	0
26	c1ccc(CN2CCN(c3nc(N4CCOCC4)c4ccccc4n3)CC2)cc1	4	-2	-4	10	-4	0	2	90	2.4	0
27	COC(=O)c1ccc(S(=O)(=O)N2CCCN(Cc3ccccc3)CC2)n1C	19	10	4	0	10	11	-8	104	-1.7	-3
28	COc1ccc(/C(O)=C2/C(=O)C(=O)N(Cc3cccnc3)C2c2ccccn2)cc1 (centres undefined)	5	0	-5	12	3	-1	-1	93	-2.0	0
29	COc1cccc(NS(=O)(=O)c2cc3c(cc2C)N(C(C)=O)CCO3)c1	9	2	-13	-4	7	·	5	100	-0.3	1
30	OCCc1c[nH]c2ccc(C(F)(F)F)cc12	-2	3	-11	4	-3	-2	20	101	-0.1	6
31	N/C(=N\OC(=O)N1CCOCC1)c1ccc(Br)cc1	3	2	-4	-10	1	-1	0	100	-0.9	9
32	COc1ccccc1NC(=O)c1ccccc1Nc1ccccc1	3	-2	-20	-9	-6	7	-1	99	0.2	-4
33	CCCCc1nc2sc3c(=O)[nH]cnc3c2c2c1CCCC2	25	2	-18	-3	0	0	-2	98	-0.8	1
34	COc1ccc(-c2noc(CCC(=O)N3CCN(c4ccccc4Br)CC3)n2)cc1	3	2	-6	-8	-1	-5	3	98	0.9	0
35	CC(=O)c1c(C)[nH]c(C(=O)NCc2ccc(C)cc2)c1C	19	-4	-5	-3	-1	-1	-2	96	-2.8	0
36	CCc1c(C(=O)N/N=C/c2ccco2)nnn1-c1nonc1N	1	-3	-2	5	0	-6	-14	91	-0.7	3
37	CC(=O)N1c2ccc(S(=O)(=O)N3CCC(C(=O)NC4CCCCC4)CC3)cc2CC1C (centres undefined)	0	5	-4	0	-3	3	-2	100	-1.1	-2
38	CCOC(=O)N1CCC(NC(=O)CN(c2ccc(C(C)C)cc2)S(=O)(=O)c2c(C)nn(C)c2C)CC1	5	-3	-4	2	0	-5	-4	97	-0.8	1
39	CCOc1ccc(N2C(=O)/C(=C/c3ccccc3)N=C2SC)cc1	3	-1	-2	-12	-6	-5	-6	99	3.9	0
40	COc1cc(NC(=O)Cn2cnc3sc(C)c(S(=O)(=O)N4CCOCC4)c3c2=O)cc(OC)c1OC	5	4	-3	3	3	1	-2	97	-0.6	4
41	COc1ccc(S(=O)(=O)N2CCCOC2CNC(=O)C(=O)NCCCN2CCOCC2)cc1 (centres undefined)	-4	1	-10	0	8	2	2	101	1.7	2
42	CCCC(=O)Nc1ccc(C2C(=O)c3ccccc3C2=O)cc1	-5	2	-1	-23	-6	-67	0	101	-0.8	-3
43	O=C(Nc1ccc2c(c1)OCO2)c1cncc(Br)c1	13	-1	-4	-4	6	-6	0	105	-1.2	-4
44	CN(c1ccccc1)S(=O)(=O)c1cccc(NC(=O)CSc2nccc(=O)[nH]2)c1	7	-2	-5	1	-15	-4	-7	101	-0.6	1
45	O=C(NCCC1=CCCCC1)c1ccc([N+](=O)[O-])cc1	-2	0	-5	-2	-5	-4	-1	102	1.3	-9
46	CCOC(=O)Nc1nnc(-c2ccccc2OC)s1	18	-1	-1	-7	-1	-3	-3	107	3.0	2
47	O=C(Nc1ccc2c(c1)OCCO2)N1CCN(c2ccc(F)cc2)CC1	2	7	-4	-3	2	3	-3	92	-0.8	-3
48	CNc1ncc(C(=O)c2ccccc2)s1	1	-1	-6	-3	-2	-10	-1	88	-2.3	2
49	COC(=O)[C@H](C)NC(=O)NCc1ccc(S(N)(=O)=O)cc1	-3	-4	2	0	1	2	5	94	1.8	2
50	O=C(N/N=C/c1cccnc1)c1ccc(NC(=O)c2ccccc2Cl)cc1	-5	-2	-3	16	-6	15	-16	100	0.7	-7

# (continued)
no.	SMILES	MC4R antagonist	m5-HT2A agonist	CaV13 FRET inh	H9c2 protect	ABHD5-PLIN5 inh	PDI inh	Granule exo inh	ABCB6 inh 2	MC4R ag barr	Glyco luc inh
51	Cc1cccc(OCC(=O)N2CCc3ccccc3C2)c1	-2	-4	4	4	2	7	0	102	-1.4	0
52	CC(C)N1CCc2c(sc(NC(=O)Cc3ccccc3)c2C(N)=O)C1	5	0	-1	14	1	·	1	102	-1.6	-4
53	Cc1ccc2[nH]c(C(=O)O)c(NC(=O)CN3CCN(c4cccc(C)c4C)CC3)c2c1	17	-5	-7	-5	-11	3	25	100	2.7	1
54	CC(C)(C)S(=O)N1Cc2cc(=O)n(Cc3ccccc3)c(CCO)c2[C@H]1CCO (some centres undefined)	8	2	-6	6	9	2	0	96	-1.9	3
55	CCc1ccc(-c2cc(C(=O)NN3CCOCC3)c3ccccc3n2)cc1	3	6	0	-12	17	5	-4	98	-1.5	3
56	COc1ccc(CCCc2nnc(SCc3nc4ccccc4c(=O)[nH]3)n2C)cc1	9	4	8	10	2	1	28	101	-0.9	-1
57	CCc1ccc(N(CC(=O)O)S(=O)(=O)c2c(C)noc2C)cc1	4	5	-2	-2	1	·	5	101	-1.4	0
58	CCOC(=O)N1CCN(C(=O)C2CCN(Cc3ccc(OC)cc3OC)CC2)CC1	-2	6	-3	6	16	-5	-6	105	3.4	0
59	Cc1c(NC(=O)CSc2nnc(-c3cccc(Cl)c3)o2)c(=O)n(-c2ccccc2)n1C	3	1	-3	12	10	4	2	99	-0.3	0
60	Cc1cccc(C(=O)NNC(=O)c2cccc([N+](=O)[O-])c2)c1	2	-2	1	3	-2	0	-1	107	-2.8	0
61	Cn1c(O)c(N=NC(=O)CNC(=O)c2ccco2)c2ccccc21	-3	9	-5	3	-2	-34	-2	102	-2.6	1
62	COc1cc(-c2nnc(-c3ccncc3)o2)ccc1OCc1ccccc1	10	1	-4	9	1	-5	-6	84	-1.8	-2
63	Cc1sc2ncnc(N/N=C/c3ccccc3O)c2c1C	-10	6	-6	54*	12	-2	9	100	-0.8	-12
64	COc1ccc([C@H]2C[C@@H](O)[C@H](n3cc(C4CC4)nn3)CN2C(=O)c2cccs2)cc1	9	-2	-10	2	-14	0	0	103	0.2	2
65	Cc1ccc(NC(=O)NC(=O)CN2C(=O)NC3(CCCCCCC3)C2=O)c(C)c1	17	2	-6	6	-10	-1	-2	100	-0.9	7
66	Cc1c(C(=O)N2CCOCC2)sc2ncnc(N3CCc4ccccc4C3)c12	7	-4	-2	8	-9	-4	0	96	1.9	0

# Bioassay records as filed in PubChem BioAssay.
